Screening data: PubChem BioAssay, Broad Institute
C2C12 statin: suppressors of statin myotoxicity in C2C12 myotubes, primary screen, cell-based, single point, plate reader; rescue of ATP level, % at 7.49 µM; AID 602340, 2012; 330,000 compounds, 0.78% hits; C2C12 myotubes + simvastatin, ATP luminescence, 48 h; scaled: DMSO 0, geranylgeraniol control 100;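 active = mean ATP rescue above about 67%, or every replicate alone reaching that limit, limit read from the data, passing the limit was not always enough; inconclusive = no clear call, values can overlap the other calls; inactive = mean under the limit and some replicate under it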;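 note: myotubes were challenged with 10 µM simvastatin during compound exposure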
PglD inh: C. jejuni PglD acetyltransferase inhibitors, primary screen, biochemical, DTNB colorimetric, single point; UDP-N-acetylbacillosamine N-acetyltransferase PglD (Campylobacter jejuni); purified PglD enzyme, DTNB colorimetric CoA detection; inhibition, % at 12.5 µM; 360,000 compounds, 0.098% hits; AID 602405, 2012; in the data active = inhibition above about 16%, passing the limit was not always enough; inconclusive = no clear call, values can overlap the other calls; note: strong numbers were not always called active
* hit, by the source's call; ? = inconclusive.

Order of values: C2C12 statin	PglD inh
> c1ccc(SCc2nc(-c3ccccn3)no2)cc1
→ 0	-5
> CSc1nsc(SCC(=O)Nc2ccc(Br)cn2)n1
→ 5	1
> CCOC(=O)c1cnc(SCC(=O)Nc2cc(OC)cc(OC)c2)nc1N
→ -3	-1
> CCCN(CCC)CC(=O)Nc1cccc2c1OCO2
→ 12	2
> O=C(CCS(=O)(=O)c1ccc(Br)s1)NCc1ccccc1
→ 5	-2
> CC(/C=N/n1cnnc1)=C\c1ccco1
→ 12	-9
> Cc1cc(C)c(C)c(OCC(=O)N2CCCCCC2)c1
→ 4	-2
> CCOC(=O)c1ccccc1NC(=O)c1cncc(Br)c1
→ -2	-3
> COc1ccc(Cc2c(O)nc(SCC(=O)N3CCCCCC3)[nH]c2=O)cc1
→ 4	3
> Nc1cc(C(=O)O)ccc1N1CCCCCC1
→ -2	-7

(list continues)
Order of values: C2C12 statin	PglD inh
> Cc1c(NC(=O)CSc2nnnn2C)c(=O)n(-c2ccccc2)n1C
→ -7	1
> COCCNC(=O)c1ccccc1NS(=O)(=O)c1ccc(Br)s1
→ 11	-24
> CC1CCC2(CC1)NC(=O)N(CC(=O)NC(=O)NC1CCCC1)C2=O (stereo unspecified)
→ 9	-1
> CCOc1cc(CNc2ccccc2)cc(Br)c1OCc1ccccc1F
→ -6	-4
> CCOC(=O)c1ccc(NC(=O)Cn2nnc(-c3ccccc3)n2)cc1
→ 9	-7
> COC(=O)C1C(=O)/C(=C(/C)N2CCCC2)C(=O)CC1(C)C (stereo unspecified)
→ -16	0
> CSc1nc(SCC(=O)NC(c2ccccc2)c2ccccc2)c2c3c(sc2n1)CN(C)CC3
→ 4	-5
> O=C(NC12CC3CC(CC(C3)C1)C2)c1cccnc1
→ -8	3
> c1cc(CSc2nnc(-c3ccc4c(c3)OCO4)o2)ccn1
→ 12	2
> OCCN1CCN(c2nc(-c3ccccc3)c3cc(Cl)ccc3n2)CC1
→ -22	7

Structural class, those above with an aryl methoxy group (2)
Order of values: C2C12 statin	PglD inh
> CCOC(=O)c1cnc(SCC(=O)Nc2cc(OC)cc(OC)c2)nc1N
→ -3	-1
> COc1ccc(Cc2c(O)nc(SCC(=O)N3CCCCCC3)[nH]c2=O)cc1
→ 4	3

(more compounds)
Order of values: C2C12 statin	PglD inh
> CCOc1ccccc1/C=c1\sc2nc(-c3ccco3)nn2c1=O
→ 17	4
> Cc1ccc(NC(=O)c2ccc(NCC3CCCO3)c([N+](=O)[O-])c2)cc1Cl (stereo unspecified)
→ -213	2
> N=C1C(c2nc3ccccc3c(=O)[nH]2)=C(O)CN1CCO
→ -9	5
> O=C(Cn1cnc(S(=O)(=O)N2CCCCC2)c1)N1CCN(c2ccc([N+](=O)[O-])cc2)CC1
→ 37	-1
> CCN(C(=O)c1c(OC)cccc1OC)c1nnc(-c2cccnc2)s1
→ ?	-3
> CCOC(=O)c1ccc2c(c1)nc(SCC(=O)c1cc3ccccc3o1)n2CC
→ 3	5
> CNS(=O)(=O)c1cccc(C(=O)NCC(c2cccs2)N(C)C)c1 (stereo unspecified)
→ 4	-1
> CC1(C)Cc2c(sc3nc(-c4cccs4)n(N)c(=O)c23)CO1
→ -49	-2
> COc1ccc(C(=O)N2CCCN(C)CC2)cc1S(=O)(=O)N1CCCc2ccccc21
→ 0	-2
> COc1ccccc1Nc1ncnc2ccc(C)cc12
→ -10	1

Continued.
Order of values: C2C12 statin	PglD inh
> CCOc1ccc(S(=O)(=O)NCC2CCCO2)cc1 (stereo unspecified)
→ -12	-2
> CC(C)CCNC(=O)C1CCC(CNS(=O)(=O)c2cccc3nsnc23)CC1 (stereo unspecified)
→ -7	-2
> CCOc1ccc(C(=O)Nc2ccccc2-c2ccccc2)cc1Cl
→ 15	-4
> O=C(CC(C(=O)O)C1CCCO1)Nc1cccc(C(F)(F)F)c1 (stereo unspecified)
→ 5	-4
> O=C(Nc1ccc(Cl)cc1C(=O)Nc1ccccn1)c1ccco1
→ 0	-1
> COc1cccc(-n2c(SCC(N)=O)nc3c([nH]c4ccccc43)c2=O)c1
→ 0	-4
> CS(=O)(=O)N(CC(=O)N1CCN(Cc2ccc3c(c2)OCO3)CC1)c1ccc2c(c1)OCO2
→ 20	2
> COc1cccc(NC(=O)CSc2nncn2-c2ccccn2)c1
→ 16	-2
> Cc1cc(C2C(C#N)=C(N)Oc3n[nH]c(C)c32)c(C)s1 (stereo unspecified)
→ -4	0
> Cc1cccc(-n2nc(C)cc2N)c1
→ 6	1

Next compounds:
Order of values: C2C12 statin	PglD inh
> Cc1ccc(N2C(=O)CC(Sc3ncn[nH]3)C2=O)cc1 (stereo unspecified)
→ -15	-2
> COC(=O)C1=C(C)OC(N)=C(C#N)C1c1cc(C)sc1C (stereo unspecified)
→ -1	1
> CCCNC(=O)c1ccc2c(c1)ncn2-c1ccccc1OC
→ -13	-11
> Cc1nnc(N/N=C/c2cc([N+](=O)[O-])c(N3CCC(C)CC3)cc2N2CCC(C)CC2)n1N
→ -8	5
> CC(C)N(Cc1nc(-c2ccc(Cl)cc2)no1)C(=O)/C=C/c1ccccc1
→ 8	-2
> COc1ccc(N2C(=O)CS/C2=C\[N+](=O)[O-])cc1
→ -3	6
> O=C(OCC(=O)N1CCc2ccccc21)c1ccc(Cl)nc1
→ 11	-7
> O=C(CCCn1c(SCC(=O)c2ccccc2)nc2ccccc2c1=O)NCC1CCCO1 (stereo unspecified)
→ -3	-1
> O=C(Cc1noc2ccccc12)Nc1ccc2ccccc2c1
→ -3	1
> Cc1cc(=O)oc2cc(NC(=O)C3COc4ccccc4O3)ccc12 (stereo unspecified)
→ -40	6

Other structures:
Order of values: C2C12 statin	PglD inh
> Cn1c2c(c(=O)n(C)c1=O)C(NC(=O)c1cccs1)(C(F)(F)F)C(=O)N2 (stereo unspecified)
→ -1	-3
> O=C1C2C3C=CC(C3)C2C(=O)N1/N=C/c1cn(Cc2ccccc2)c2ccccc12 (stereo unspecified)
→ 7	-9
> Cc1ccc(-n2nc3c([n+]2[O-])CCc2c-3no[n+]2[O-])cc1
→ -51	2
> CN(C)/C=C1\C(=O)Nc2ccccc21
→ -1	-6
> COc1ccc(N2CCN(C(=O)c3cccc(N4C(=O)C5CC=CC(C)C5C4=O)c3)CC2)cc1 (stereo unspecified)
→ -3	-1
> CCOc1ccc(CNn2nnnc2N)cc1
→ 119*	-5
> Cc1nn(-c2ccccc2)c(N2CCCC2)c1/C=C1\N=C(c2ccc(OC(C)C)cc2)OC1=O
→ -4	-2
> O=C(Nc1nc2ccc(S(=O)(=O)N3CCCC3)cc2s1)C1CCCO1 (stereo unspecified)
→ 6	-3
> C=CCn1c(=O)c2c(nc(Br)n2Cc2ccccc2Cl)n(C)c1=O
→ -4	-2
> CCCn1nnc(NC(=O)c2cccc(OCC(C)C)c2)n1
→ -32	8

Structures shown so far that have a nitro group on carbon, in the order listed:
Order of values: C2C12 statin	PglD inh
> Cc1ccc(NC(=O)c2ccc(NCC3CCCO3)c([N+](=O)[O-])c2)cc1Cl (stereo unspecified)
→ -213	2
> O=C(Cn1cnc(S(=O)(=O)N2CCCCC2)c1)N1CCN(c2ccc([N+](=O)[O-])cc2)CC1
→ 37	-1
> Cc1nnc(N/N=C/c2cc([N+](=O)[O-])c(N3CCC(C)CC3)cc2N2CCC(C)CC2)n1N
→ -8	5
> COc1ccc(N2C(=O)CS/C2=C\[N+](=O)[O-])cc1
→ -3	6

Other entries follow:
Order of values: C2C12 statin	PglD inh
> CCCOc1ccc(OCCNC2CCCC2)cc1
→ 2	0
> Cc1nc2ccc3nc(NC(=O)c4ccc5c(c4)OCCO5)sc3c2s1
→ 4	-7
> CCOCCn1c(SCc2c(F)cccc2Cl)nc2c1c(=O)[nH]c(=O)n2C
→ 12	-2
> O=C(C1CCN(S(=O)(=O)c2cccs2)CC1)N1CCN(c2ccccc2)CC1
→ -3	-2
> CCOc1cccc(-c2nnc3sc(COc4ccccc4)nn23)c1
→ -46	-2
> CCOC(=O)/C=C/c1cnn(-c2ccccc2)c1
→ -1	-5
> CCn1c(=O)cc(SCC(=O)NCc2ccccn2)c2ccccc21
→ -1	-3
> Cc1nnc(Sc2c(-c3ccccc3)c3ccc(Cl)cc3[nH]c2=O)s1
→ 25	-3
> O=C(CSc1nnnn1-c1cccc2c1CCCC2)N1CCCCC1
→ 105*	2
> COC(=O)c1ccc(C2/C(=C(/O)c3ccc4c(c3)CC(C)O4)C(=O)C(=O)N2Cc2cccnc2)cc1 (stereo unspecified)
→ 30	3

The listing continues:
Order of values: C2C12 statin	PglD inh
> CC(C)c1nnc(NC(=O)CSc2ncn[nH]2)s1
→ -8	-2
> COc1ccc(NC(=O)Nc2ccc(C)cc2OC(F)F)cc1OC
→ -9	-3
> O=C(Nn1cnnc1)c1csc2ccccc12
→ 8	-1
> Cc1ccccc1C(=O)/C=C1/c2ccccc2CC(C)(C)N1C
→ -14	1
> CCCn1c(SCC(=O)Nc2nccs2)nnc1-c1cccnc1
→ -12	-2
> O=C(CSc1cccc(C(F)(F)F)c1)N1CCN(S(=O)(=O)c2ccccc2)CC1
→ -4	-2
> O=C(O)CCC(=O)NCc1ccc(C(=O)O)cc1
→ 18	-1
> NS(=O)(=O)c1cccc(NC(=O)Cn2cnc3ccccc3c2=O)c1
→ 21	-6
> COc1ccc(C2(C(=O)NCCCN3CCOCC3)CCOCC2)cc1
→ 1	1
> Cn1nc(CC(=O)NCc2cccc3ccccc23)c2ccccc2c1=O
→ 1	-1

New compounds follow
Order of values: C2C12 statin	PglD inh
> CCNc1nc(NCC)nc(SCCOC(=O)c2ccccc2)n1
→ 5	-4
> CC(C)C(=O)N1CCN(c2c(Cl)cccc2[N+](=O)[O-])CC1
→ 7	-1
> Cn1c(OCc2ccc3c(c2)OCO3)nc2c1c(=O)n(Cc1cccc(Cl)c1)c(=O)n2C
→ 18	-8
> COc1nc(OC)nc(N2CCC(NC(=O)C(Cc3ccc(C(C)C)cc3)NC(C)=O)CC2)n1 (stereo unspecified)
→ 19	-6
> Cc1cc(C)n(CC(O)COc2ccccc2C(=O)Nc2ccccc2)n1 (stereo unspecified)
→ -8	7
> COc1cc(S(=O)(=O)NCc2ccccc2)ccc1F
→ 6	1
> CCOC(=O)c1nnn(-c2nonc2N)c1CNC(C)C
→ 1	0
> COc1ccccc1N1CCN(C2CCN(C(=O)c3cc(OC)c(OC)c(OC)c3)CC2)CC1
→ 6	0
> Cc1ccc(NC(=O)Cn2nnc(C(=O)NCc3cccs3)c2N)cc1
→ -3	1
> CCCC(=O)NC(Nc1ccc(S(=O)(=O)Nc2cc(C)on2)cc1)(C(=O)OCC)C(F)(F)F (stereo unspecified)
→ 2	-1

The results go on:
Order of values: C2C12 statin	PglD inh
> COc1ccc(/C(=N\O)c2ncc(C(F)(F)F)cc2Cl)cc1
→ 14	-4
> COc1ccc(-c2cc(CCCC(=O)NCCc3cc(OC)ccc3OC)no2)cc1
→ 12	0
> Cc1ccc(C)n1CCN1CCN(C(=O)c2ccco2)CC1
→ 17	1
> Cc1ccc(-n2ncc3c(Nc4c(C)n(C)n(-c5ccccc5)c4=O)ncnc32)c(C)c1
→ -1	-7
> Cc1ccc(C)c(C(=O)COC(=O)c2ccc(Br)o2)c1
→ -12	1
> CCOc1ccc(NC(=O)CCN2CCCCC2)cc1
→ 11	1
> CC(=O)c1ccc(OCCCC(=O)NC2=NCCS2)cc1
→ -15	2
> COC(=O)[C@H](CCSC)NC(=O)NCc1ccccc1F
→ 12	2
> CCn1c(SCC(=O)Nc2nc(C)c(C(=O)OC)s2)nnc1C(C)C
→ 82*	3
> CCN(CC)C(=O)C1CCN(CC2CC=CCC2)CC1 (stereo unspecified)
→ 1	-2

(list continues)
Order of values: C2C12 statin	PglD inh
> CC/C(O)=C1\C(=O)CC(c2ccccc2)CC1=NC(C)C (stereo unspecified)
→ 11	-8
> O=C(O)CCCCc1nc2ccccc2s1
→ -4	1
> COC(=O)c1ccccc1NC(=O)N1CCN(S(=O)(=O)c2ccc(Cl)cc2)CC1
→ 3	-98
> CC(=O)NCCc1nc2cc(NC(=O)c3cccc([N+](=O)[O-])c3)ccc2n1C
→ 8	-1
> COc1ccc(N2C(=O)C3CCCN3C2c2ccccc2)cc1Cl (stereo unspecified)
→ 17	0
> COc1cc2cc(CN(Cc3nnnn3Cc3ccco3)C3CCCCC3)c(=O)[nH]c2cc1OC
→ 2	4
> O=C(On1c(-c2ccccc2)nc2ccccc2c1=O)c1ccco1
→ -9	7
> COc1ccc2c(c1)c(C(=O)CN1CCN(C(=O)c3ccco3)CC1)c(C)n2C
→ -62	3
> CCCN1C(=O)C(NC(=O)c2ccncc2)(C(F)(F)F)C2=C1CC(C)(C)CC2=O (stereo unspecified)
→ -6	-6
> CC1(C)C(=O)Nc2ccccc2N1C(=O)COC(=O)CCSc1ccccc1
→ 6	-2

Next results follow:
Order of values: C2C12 statin	PglD inh
> CN(C)C(C(=O)NC1CCCCC1)c1ccc(Cl)cc1 (stereo unspecified)
→ -9	-5
> CCCCC1CC(CSc2ncn[nH]2)OC1=O (stereo unspecified)
→ -2	-7
> CS(=O)(=O)N(CCc1ccccc1)CC(=O)N1CCN(Cc2ccc3c(c2)OCO3)CC1
→ 1	4
> CCOC(=O)CN(C(=O)CSc1nnc(C)n1-c1ccccc1)c1cccc([N+](=O)[O-])c1
→ 7	0
> COC(=O)CCC(=O)c1oc2ccccc2c1NC(=O)CCCN1C(=O)c2ccccc2C1=O
→ -19	-2
> COc1cccc(-n2c(COc3ccc(C)cc3)nnc2SCC(=O)O)c1
→ 20	4
> O=C(OCCNc1ncc(C(F)(F)F)cc1Cl)c1ccc(S(=O)(=O)N2CCOCC2)cc1
→ 6	1
> O=C(Nc1nnc(SCc2ccccc2)s1)c1cc2c(s1)CCCC2
→ 7	7
> CCOC(=O)c1cc(-c2ccccc2)sc1NC(=O)C(C)N1C(=O)NC(C)(c2ccc(Cl)cc2)C1=O (stereo unspecified)
→ 10	8

This is a subset; rates above refer to the full screens.
